ERK EGF block: inhibitors of EGF-stimulated ERK signaling pathway; HEK293-V1b, EGF-stimulated phospho-ERK AlphaScreen; Potency, µM (highest dose often 11.5 µM), without a hit: at the top dose activity change, negative = inhibition, most hits filed as inhibitors; 0.41% of 130,000 active; active = well fitted inhibition curve with a large enough effect; inconclusive = small, poorly fitted or top-dose-only effect, or effect the other way;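 also: plate controls were stimulated vehicle wells for no effect and unstimulated vehicle basal for full effect; nearly all actives have a fitted effect of over 55% in size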
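HEK293 cells stably expressing V1b receptor, serum-reduced (1% FBS) overnight, got compound for 30 min at 37C, then 25 nM EGF for 5 min. Lysate phospho-ERK read by AlphaScreen SureFire; AC50 from Hill fits.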
An asterisk follows results filed as active; u = inconclusive; & = joins results of further samples; [ ] = dose if it differs, or a comment. Potency is read from the fitted curve at half-maximal effect.

mol	ERK EGF block
Cc1ccc2[nH]c3c(=O)n(N)c(C)nc3c2c1	4.8%
Clc1cc2c(nn1)Nc1ccccc1S2	-14.7%[57.5 µM]
O=C(O)c1ccccc1Nc1cccc(OCc2ccc3ccccc3n2)c1	6.2%&-20.0%
CC(=O)c1ccc(NC(=O)C(C)n2nc(-c3ccccc3)c3cc(Cl)ccc32)cc1 (stereo unspecified)	-2.6%
O=Cc1ccc(Oc2cnccn2)cc1	-5.4%
Cc1cc(=O)[nH]c(SCC(=O)Nc2cc(S(=O)(=O)N3CCCC3)ccc2Cl)n1	-4.3%[57.5 µM]
CCc1ccc(S(=O)(=O)Nc2cccc(C3OCCCO3)c2)cc1	-6.4%
CCn1c(CC(=O)Nc2ccccc2OC)nnc1SCC(=O)Nc1ccccc1F	-0.4%
CC(C)C(=O)Nc1ccc(C(=O)NNC(=S)NC(=O)c2ccco2)cc1	-15.8%[57.5 µM]
COCCn1c(SCC(=O)Nc2cc(C)on2)nc2ccccc21	-3.6%
CCN(CC)S(=O)(=O)c1ccc(N2CCOCC2)c(NC(=O)c2ccc3ccccc3c2)c1	2.9%
Oc1ccc(/C=N\Nc2cc(N3CCOCC3)nc(N3CCOCC3)n2)c(O)c1	-0.2%
O=C(O)c1ccccc1SCc1cn2cc(Cl)ccc2n1	1.8%
COc1ccc(C(=O)O)cc1S(N)(=O)=O	-2.6%
Cc1ccccc1N1C(N)=NC(N)=NC1(C)C	-15.4%[57.5 µM]
CCN(CC(=O)Nc1ccc(N2CCOCC2)cc1)C(=O)COc1ccccc1OC	0.7%
COc1cc(/C=N/NC(=S)Nc2cccc(S(=O)(=O)N(C)C)c2)ccc1O	1.4%
Cc1ccc(C(=O)c2c(NC(=O)CSc3nnc(N)s3)sc3c2CCCC3)cc1	22.9%
CN1CCN(c2ccccc2NC(=O)c2ccc(N3CCCC3)c([N+](=O)[O-])c2)CC1	-0.6%
CC1=C(C(=O)OCc2ccccc2)C(c2ccc(Cl)cc2Cl)NC(=O)N1CCCCCC(=O)O (stereo unspecified)	u
Cc1oc2c(c1C(=O)N1CCOCC1)C(=O)c1ccccc1C2=O	5.1%
N#Cc1ccc(-c2ccc(OCC(O)Cn3nnc4ccccc43)cc2)cc1 (stereo unspecified)	5.7%[57.5 µM]
CC1(C)Cc2c(c(=S)nc(-c3ccccc3)n2Cc2cccnc2)CO1	10.8%[57.5 µM]
CCc1ccc2c(c1)[C@H]1OCC[C@H]1[C@@H](c1cccs1)N2	6.4%
Cc1noc2ncnc(N3CCN(c4ccc(F)cc4)CC3)c12	0.6%
O=C(O)C1CC=CCC1C(=O)NNS(=O)(=O)c1ccccc1 (stereo unspecified)	6.0%
CCn1c(=O)cc(N2CCOCC2)[nH]c1=O	-3.5%
Cc1nc2nc(SCc3ccc([N+](=O)[O-])cc3)[nH]c2cc1Br	-8.2%[57.5 µM]
CC(C)(C)c1ccc(C(=O)NNC(=O)C2CCCCC2)cc1	0.8%
Cc1ccc2nsnc2c1NC(=O)c1cncc(Br)c1	2.5%
COC(=O)c1cc(NC(=O)C2CCCN(S(=O)(=O)c3c(C)n[nH]c3C)C2)cc(C(=O)OC)c1 (stereo unspecified)	6.9%
COc1cc(NC(=O)c2ccc([N+](=O)[O-])cc2)ccc1NC(=O)C(C)C	-0.4%
O=C(O)c1cccnc1SCc1ccccc1Cl	0.6%
Cc1cccc(NC(=O)CSc2nnc(C)c(=O)n2N)c1	3.7%
COc1ccccc1-c1ccc(SCc2ccccc2F)nn1	3.3%
CSC1=N/C(=C\c2ccccc2C)C(=O)S1	-3.4%
NCCCCC(N)C(=O)NC(Cc1ccc(O)cc1)C(=O)NC(CCCCN)C(=O)O (stereo unspecified)	18.3%
Cc1cc(NC(=S)Nc2ccc(C)c(Cl)c2)n[nH]1	16.1%
CC(=O)COC(=O)c1cc(-c2ccc(C)cc2)nc2ccccc12	-9.5%
Cc1ccn2c(NC(=O)c3ccco3)c(-c3ccccc3)nc2c1	2.5%
CCc1cc2c(SCC#N)ncnc2s1	-14.8%
Fc1ccccc1Nc1n[nH]c(=S)s1	-7.2%
Cc1cc(N/N=C/c2ccc(N(C)C)cc2)nc(NCc2ccccc2)n1	-19.9%[57.5 µM]
CN(C)c1nnnn1-c1cccc(Oc2ncc(C(F)(F)F)cc2Cl)c1	-5.5%
CCCNC(=O)COC(=O)c1cc(-c2ccc(OC)cc2)nc2ccccc12	13.2%
CN(C(=O)CSc1nc2cc(Cl)ccc2c(=O)n1Cc1ccco1)C1CCS(=O)(=O)C1 (stereo unspecified)	-1.5%
COc1cccc(NC(=O)CC(C)=O)c1	-0.3%
O=C(CN(Cc1cccs1)C(=O)CNS(=O)(=O)c1ccc(F)cc1)NCC1CCCO1 (stereo unspecified)	-0.9%
Cc1ccccc1S(=O)(=O)Nc1nc2ccccc2nc1Cl	29.3%
COc1ccc(NC(=O)C(Sc2nnc3ccccn23)c2ccccc2)cc1Cl (stereo unspecified)	0.3%
S=C(NCc1cccs1)Nc1cc(Cl)cc(Cl)c1	-22.2%[57.5 µM]
C=CCN1C2=NCCCN2c2ccccc21	2.2%[57.5 µM]
COC(=O)CC1C(C)(C)C(OC(C)=O)C2[C@H](OC(C)=O)[C@]34O[C@]2(O)[C@]1(C)C3CC[C@]1(C)C4=CC(=O)OC1c1ccoc1 (stereo partly specified)	22.4%
CCOC(=O)/C(=C\c1cn(C)c2ccccc12)[N+](=O)[O-]	1.9%
O=C(Nc1cccc(F)c1)N1CCC2(CC1)CCN(C(=O)c1cnccn1)CC2	1.4%
CN(C)CCn1c(=S)[nH]c2ncccc2c1=O	-5.7%
Cc1cc2c3c(c1C)C(=O)C(=O)N3C(C)(C)CC2C (stereo unspecified)	-1.3%
CC(=O)/C(=C\c1ccccc1)CC(=O)O	29.3%
O=C(NCCN1C(=O)S/C(=C\c2ccc(F)cc2)C1=O)c1cccc(S(=O)(=O)N2CCOCC2)c1	1.0%
COc1ccc(C(=O)Oc2ccc(/C=N/NC(=O)Cc3ccc([N+](=O)[O-])cc3)cc2)cc1	-9.9%

Structural class: the compounds so far containing a cyano group.
mol	ERK EGF block
N#Cc1ccc(-c2ccc(OCC(O)Cn3nnc4ccccc43)cc2)cc1 (stereo unspecified)	5.7%[57.5 µM]
CCc1cc2c(SCC#N)ncnc2s1	-14.8%

Continuation.
mol	ERK EGF block
CN(CCN(C)C(C)(C)C)C(=O)C(c1ccccc1)c1ccccc1	-9.0%[57.5 µM]
COC(=O)C1=C(C)NC(C)=C(C(=O)OC)C1C(=O)OCC(=O)c1ccc(F)cc1	-0.7%
CCOc1cc(/C=C/C(=O)c2ccc(C)cc2)ccc1OCC(=O)N(C)C	1.3%
CC(=O)N=Nc1[nH]c(N)c2ccccc12	-5.7%
N#Cc1cccc(NC(=O)N2CC3(CCN(C(=O)c4cccc(F)c4)CC3)C2)c1	2.8%
COC(=O)C1(Cc2ccc(O)c(CC3OC3(C)C)c2)OC(=O)C(O)=C1c1ccc(O)cc1 (stereo unspecified)	-5.4%[57.5 µM]
O=c1[nH]c(=O)c2nnc(N/N=C/c3ccccc3F)nc2[nH]1	-2.8%[57.5 µM]
CC1CCN(CCC(=O)Nc2ccc3c(c2)CCC3)CC1	6.8%
O=C(CCCN1C(=O)c2cccnc2C1=O)Nc1ccc(Br)cc1	1.2%
O=C(c1ccc(Cl)c(S(=O)(=O)N2CCCCCC2)c1)N1CCN(c2ccccc2O)CC1	u
COc1nc(Nc2nc3ccccc3c(=O)[nH]2)nc2ccc(C)cc12	-15.4%[57.5 µM]
CCN1CNC(=S)N(c2ccccc2C)C1	12.0%[57.5 µM]
CCCC(c1nnnn1CC1CCCO1)N1CCN(c2nc3ccccc3s2)CC1 (stereo unspecified)	-2.8%
Nn1c(SCc2ccc(F)cc2)nnc1-c1ccncc1	6.4%[57.5 µM]
O=C(NCc1cccs1)C12CC3CC(CC(C3)C1)C2	6.8%
COc1ccc(O)c(/C=C(\C#N)C(=O)Nc2cccnc2)c1	3.2%
Oc1c(Br)cc(Cl)cc1C=Nc1ccccc1Br	-3.4%
Cc1cccc(CN2C[C@]34CC[C@@H](C[C@@H]3S2(=O)=O)O4)c1	-4.6%[57.5 µM]
CC(=O)Nc1ccc(OCC(O)CN2CCCCC2C)cc1 (stereo unspecified)	-8.0%
COc1ccc(-c2nnc(SCC(=O)N/N=C/c3ccccc3C(=O)O)n2-c2ccccc2)cc1	13.0%
COc1ccc(Cl)cc1NC(=O)Nc1ccccc1C(N)=O	-6.9%
Cc1ccc(C(=O)N2CCN(S(=O)(=O)c3ccccc3[N+](=O)[O-])CC2)o1	-11.9%
O=C(CN1C(=O)NC2(CCCC2)C1=O)OCc1cc(=O)n2cc(Br)ccc2n1	-5.1%[57.5 µM]
O=C(NCc1cccnc1)C(=O)Nc1nc(C23CC4CC(CC(C4)C2)C3)cs1	-4.8%[57.5 µM]
CCN(CC(=O)Nc1ccccc1OC)CC(=O)Nc1sccc1C#N	-2.6%
COCC1CCCN(C(=O)c2ccc(OC3CCN(Cc4ccccn4)CC3)cc2)C1 (stereo unspecified)	0.9%
CC1C(c2ccccc2)=NNc2nc3c(c(=O)n(C)c(=O)n3C)n21 (stereo unspecified)	-3.9%[57.5 µM]
CC(C)(C)NC(=O)C(c1ccc(O)cc1)N(C(=O)Cn1nnc(-c2ccc(F)cc2)n1)c1ccccc1F (stereo unspecified)	-2.7%
CN1C(=O)C(O)(CC(=O)c2cccs2)c2ccccc21 (stereo unspecified)	-9.7%
OC1CCCN(c2c3c(nc4cc(-c5cccc(F)c5)nn24)CCCC3)C1 (stereo unspecified)	-1.0%
NC(=S)N=Nc1c(O)n(CCCl)c2ccccc12	-17.9%
COCCNC(=O)NC(=O)COC(=O)C1(c2ccc(Cl)cc2)CC1	-1.1%
CCSC1=N/C(=C\c2ccccc2)C(=O)N1	-3.8%
CCOC(=O)c1ccc(NC(=O)CSc2nnnn2C2CCCCC2)cc1	4.0%
CCN(CC)Cc1c(O)ccc2c([N+](=O)[O-])c(C)n(-c3ccc(OC)cc3)c12	4.3%
CCN1CCCC1CN(Cc1cc2ccc(C)cc2[nH]c1=O)C(=S)Nc1ccccc1C(=O)OC (stereo unspecified)	-3.0%
Cc1nc(N2CCN(S(=O)(=O)c3ccc(F)cc3)CC2)c2c(-c3cccs3)csc2n1	3.9%
C=CCn1cnc2c(sc3nc(C)cc(C)c32)c1=O	-7.7%[57.5 µM]
CC1CN(C2=NC(=O)/C(=C3/C(=O)N(Cc4ccc(F)cc4)c4ccccc43)S2)CC(C)O1 (stereo unspecified)	-9.4%[57.5 µM]
CN(CC(=O)NCCc1ccccc1)S(=O)(=O)c1cccc2nsnc12	-0.8%
CN1N=C(C(=O)Nc2ccc3c(c2)CCC3)CCC1=O	-7.4%
COc1cccc(N=C2SC(CC(=O)Nc3ccccc3)C(=O)N2Cc2ccccn2)c1 (stereo unspecified)	-0.7%
O=C(O)c1cccnc1SCC(=O)N1CCCc2ccccc21	-6.4%[57.5 µM]
COC(=O)N1CCN(S(=O)(=O)c2ccc(F)cc2)CC1	-4.1%
CCOC(=O)c1c(C(=O)OCC)c(C)n(CCc2ccccc2)c1C	1.7%
COc1cccc([C@@H]2Oc3ccc(OC)cc3C(=O)[C@H]2OC(=O)Nc2ccc(C)c(Br)c2)c1	-3.1%
COc1ccc(C2=C/C(=C\c3ccc(OC(C)=O)cc3)C(=O)O2)cc1	3.5%
CC(=O)c1nn(-c2cccc(Br)c2)cc1C(=O)c1ccc(Cl)cc1	-22.3%
O=C(Nc1nc2nccc(-c3ccccc3)n2n1)c1ccccc1	4.7%[57.5 µM]
COc1ccc([N+](=O)[O-])cc1NC(=O)C(C)OC(=O)/C=C/c1ccco1 (stereo unspecified)	1.8%
COc1ccccc1NS(=O)(=O)c1cc(NC(=O)c2ccc(=O)[nH]c2)ccc1N1CCOCC1	3.1%
CCOC(=O)C(c1ccccc1)C(Nc1ccc(F)cc1)c1ccccn1 (stereo unspecified)	-6.9%[57.5 µM]
Cc1ccc(S(=O)(=O)NC(=S)NC2CCCCC2)cc1	-0.1%
Cn1c(=O)c(-c2cccc(Cl)c2)nc2cncnc21	-6.3%
COc1ccc(Br)c(OC)c1C(=O)NC(=O)Nc1nc(C)cc(C)n1	6.5%[57.5 µM]
CSc1cccc(NC(=O)CCCOc2ccccc2)c1	-5.2%
O=C(CCl)N(c1ccccc1)C1CCS(=O)(=O)C1 (stereo unspecified)	1.0%
CN(C)Cc1ccccc1-c1ccc2ncnc(NC3CCNCC3)c2c1	23.4%
COc1ccc(NC(=O)CN(C)Cc2c(F)cccc2Cl)cc1S(=O)(=O)N1CCCCC1	7.1%
CCC1=C(OC(=O)N(CC)CC)N2C(=O)OC(=NCc3ccccc3)[C@]2(C)[C@H]2C1=CC[C@H]1C(=O)N(c3ccccc3)C(=O)[C@H]12	14.9%
COc1cc(/C=C(\C#N)C(=O)NC2CCCCC2)ccc1OCc1ccc(C(=O)O)cc1	-7.9%

Compound activity from PubChem.

These rows are one share of the data, so the mix of outcomes need not match the whole.
